From PubChem
HADH2 inhib: inhibitors of human HADH2 dehydrogenase | Q99714 | recombinant HADH2, NADH fluorescence, beta-hydroxybutyryl-CoA | Potency, µM (titrated, usually from 57.1 µM), inactives show top-dose activity change, negative = inhibition, most hits filed as inhibitors | 3.4% of 73,000 active; further: potency means the concentration at half of the fitted maximal effect; on the % scale 0 is the no-effect control and ±100 the full control effect; nearly all actives have a fitted effect of over 60% in size; many of its hits are not listed in these tables
Target sequence (Q99714 whole entry, looked up, one chain of several): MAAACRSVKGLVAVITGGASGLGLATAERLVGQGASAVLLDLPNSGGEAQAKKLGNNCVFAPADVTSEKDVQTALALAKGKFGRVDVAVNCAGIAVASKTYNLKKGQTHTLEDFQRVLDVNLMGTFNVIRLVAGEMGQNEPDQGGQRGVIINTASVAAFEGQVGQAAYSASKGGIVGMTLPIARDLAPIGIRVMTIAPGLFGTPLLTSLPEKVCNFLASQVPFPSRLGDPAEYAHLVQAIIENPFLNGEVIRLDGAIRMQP
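Read-out: 360 nm excitation, 450 nm emission, kinetic over 4 min. Conditions: His-tagged human HADH2 20 nM, pH 9.0 Tris with Tween-20, 1 mM NAD+, 90 uM beta-hydroxybutyryl-CoA.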
Pol III holo inh: DNA polymerase III holoenzyme inhibition; reconstituted DNA polymerase III holoenzyme replication, biochemical; 0.25% of 71,000 active; Potency, µM (highest dose often 57.1 µM), for the others: at the top dose activity change, negative = inhibition; AID 603; further: potency means the concentration at half of the fitted maximal effect; on the % scale 0 is the no-effect control and ±100 the full control effect
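Reconstituted *E. coli* holoenzyme (0.35 nM Pol III, 1 nM beta, 154 nM SSB, 2 nM primase) was preincubated with compound for 15 min at RT. Synthesis on 1.4 nM ssM13Gori ran 35 min, then was stopped with PicoGreen/EDTA and read as dsDNA fluorescence.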
USP2a inhib: inhibitors of human ubiquitin-specific protease USP2a. USP2a enzymatic assay, qHTS inhibition. Potency, µM (top dose mostly 38.3 µM), for the others: top-dose activity change, negative = inhibition, most hits filed as inhibitors. 0.1% of 60,000 active;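 further: potency means the concentration at half of the fitted maximal effect; nearly all actives have a fitted effect of over 60% in size; plate controls were DMSO for no effect and NEM full inhibition control for full effect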
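Coupled readout: USP2-cleaved Ub-PLA2 (20nM final) turns over NBD C6-HPC (20uM final), Ex 460nm/Em 535nm after 2.5 h, time-zero read flagging artifacts. Enzyme (20nM final, pH 8.0 Tris) given 30 min RT with compound first; NEM defines full inhibition.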
Caspase-1 inhib: allosteric or competitive inhibitors of human caspase-1; Potency, µM (highest dose often 57.5 µM), for inactives: top-dose activity change, negative = inhibition, actives largely listed as inhibitors; P29466; 0.03% of 75,000 active; Caspase-1 enzyme, Ac-WEHD-AFC fluorogenic rate;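 further: potency means the concentration at half of the fitted maximal effect; plate controls were vehicle for no effect and no substrate for full effect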
Target sequence (P29466 120-297 limits assumed): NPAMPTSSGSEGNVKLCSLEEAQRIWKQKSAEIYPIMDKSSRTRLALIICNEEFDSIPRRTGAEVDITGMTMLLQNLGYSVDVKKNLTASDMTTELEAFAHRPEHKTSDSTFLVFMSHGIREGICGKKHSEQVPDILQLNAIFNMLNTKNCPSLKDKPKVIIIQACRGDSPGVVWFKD
Target sequence (P29466 317-404 limits assumed): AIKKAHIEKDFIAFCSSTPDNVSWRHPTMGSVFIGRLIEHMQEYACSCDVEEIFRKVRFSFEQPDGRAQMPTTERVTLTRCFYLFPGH
15-hLO inh: inhibitors of human 15-lipoxygenase (ALOX15) | P16050 | Potency, µM (highest dose often 57.1 µM), without a hit: at the highest dose activity change, negative = inhibition, most hits filed as inhibitors | 1.4% of 74,000 active | AID 887 | purified 15hLO-1, xylenol orange hydroperoxide absorbance; further: potency means the concentration at half of the fitted maximal effect; on the % scale 0 is the no-effect control and ±100 the full control effect; nearly all actives have a fitted effect of over 55% in size
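Readout: Fe(III)-xylenol orange absorbance, 573-to-405 nm ratio as reaction progress. Enzyme 40 nM purified human 15hLO-1, substrate 50 uM arachidonic acid, 6 min RT after 15 min compound preincubation; Hepes pH 7.5 buffer with Triton X-100.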
HEK293 cAMP cs: counter-screen for TSHR agonists: cAMP increase in parental HEK293. parental HEK293 CNG cAMP sensor, membrane potential fluorescence. Potency, µM (titrated, usually from 57.1 µM), for the others: at the highest dose activation, hits mostly activators. 2.5% of 73,000 active. AID 938; further: potency means the concentration at half of the fitted maximal effect; % of control where 0% means no effect; nearly all actives have a fitted effect of over 55% in size
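Parental HEK 293 cells stably expressing a cAMP-gated CNG channel were loaded with membrane potential dye containing 100 uM RO 20-1724 for 60 min. Compound added for 30 min; depolarization read as fluorescence intensity at 590 nm.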
Rhodamine fluor: compound autofluorescence in rhodamine spectral region | Rhodamine-region fluorescence, 547/598 nm, Tris buffer; active compounds read high | 0.05% of 59,000 active | max dye-equivalent concentration, M | AID 594; in the data active means max dye-equivalent concentration above about 11 nM; inconclusive means between about 1.1 nM and that limit
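Steps: pin-transfer compounds into pH 8.0 Tris (100 mM), hold 15 min at room temperature, image with a 547/598 nm filter pair, and convert intensities to rhodamine-equivalent concentration using a six-point on-plate rhodamine series.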
BRCT inh red: disrupts BRCA1 BRCT binding to phosphoprotein, red fluorophore readout | P38398 | Potency, µM (top dose mostly 76.9 µM), without a hit: at the highest dose activity change, negative = inhibition, usual class: inhibitors | BRCT-phosphopeptide binding, red fluorescence polarization | 0.03% of 75,000 active | AID 892; further: on the % scale 0 is the no-effect control and ±100 the full control effect
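Fluorescence polarization: 100 nM His-tagged BRCA1 BRCT with 100 nM TAMRA-labelled phospho-BACH1 decapeptide, phosphate buffer pH 7.3 with 150 mM NaCl, DTT, 0.01% Tween 20; 12 min RT. Binding inhibition seen as FP decrease.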
Caspase-7 inhib: allosteric or competitive inhibitors of human caspase-7. recombinant caspase-7, Ac-DEVD-AFC fluorescence rate. Potency, µM (titrated, usually from 57.5 µM), for the others: at the highest dose activity change, negative = inhibition, usual class: inhibitors. 0.02% of 75,000 active. AID 889; active means well fitted inhibition curve with a large enough effect in the main read-out, with a control signal flat, not every such curve was filed as active; inconclusive means small, poorly fitted or top-dose-only effect, or a change in a side signal; further: potency means the concentration at half of the fitted maximal effect; % of control where 0% means no effect
Target sequence (P55210 24-198 limits assumed): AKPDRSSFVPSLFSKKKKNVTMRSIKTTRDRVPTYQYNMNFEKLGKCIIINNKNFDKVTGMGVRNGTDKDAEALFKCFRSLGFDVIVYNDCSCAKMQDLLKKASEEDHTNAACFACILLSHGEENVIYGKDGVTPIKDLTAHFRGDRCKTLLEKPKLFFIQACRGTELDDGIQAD
Target sequence (P55210 207-303 limits assumed): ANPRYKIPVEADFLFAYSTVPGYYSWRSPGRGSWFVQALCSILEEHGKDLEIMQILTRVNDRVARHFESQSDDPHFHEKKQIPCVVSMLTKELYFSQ
BRCT PPI green: BRCA1 BRCT-phosphoprotein interaction inhibition. P38398. BRCA1 BRCT-phosphopeptide binding, green fluorescence polarization. Potency, µM (series often up to 76.9 µM), inactives show at the highest dose activity change, negative = inhibition, usual class: inhibitors. 0.05% of 75,000 active. AID 875;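 further: potency means the concentration at half of the fitted maximal effect; plate controls were peptide without protein for full effect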
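Fluorescence polarization: His-tagged BRCT (~35 kDa BRCA1 C-terminus, 250 nM) bound to 100 nM fluorescein-labeled phosphorylated 10-aa BACH1 peptide, pH 7.3 phosphate buffer with DTT and Tween 20. Compounds incubated 12 min at room temperature; inhibition read as lowered polarization.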
Tau filament bind: binds recombinant human tau filaments | P10636 | recombinant tau filaments, thioflavin S fluorescence, 15 h; filaments grown with octadecylsulfate alongside compound | Potency, µM (series often up to 57.1 µM), inactives show top-dose activity change, negative = inhibition | 2% of 71,000 active | AID 596;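 further: potency means the concentration at half of the fitted maximal effect; on the % scale 0 is the no-effect control and ±100 the full control effect; actives lower thioflavin S fluorescence by blocking filaments or displacing dye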
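Read-out: ThS fluorescence, 450 nm excitation/510 nm emission; lower signal marks blocked filament formation or displaced dye. Tau at 1 uM with 30 uM ODS, 10 uM ThS, 5 mM DTT, 100 mM NaCl, 10 mM HEPES pH 7.4; 15 h, 37 C.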
* hit, by the source's call; i = inactive; ? = inconclusive; nt = no result given; & = joins results of further samples; ! = not confirmed by another sample; [ ] = dose if it differs, or a comment. Unless noted, the call rests on the fitted dose curve; in most records, active means well fitted curve in the direction sought with a large enough effect; inconclusive means small, poorly fitted or top-dose-only effect, or another doubt; inactive means no such curve, though single readings can be large; an effect the other way counts as inactive or inconclusive.

Screens in order – HADH2 inhib	Pol III holo inh	USP2a inhib	Caspase-1 inhib	15-hLO inh	HEK293 cAMP cs	Rhodamine fluor	BRCT inh red	Caspase-7 inhib	BRCT PPI green	Tau filament bind
C[C@H]1CCC[C@@H](O)CCC/C=C/c2cc(O)cc(O)c2C(=O)O1
→ 11%	1%	-4%	1%	-4%	10%	i	1.2%	0%	0.6%	6%
C(#CCN1CCOCC1)COCC#Cc1ccccc1
→ 12%	-7%	6%	0%	-7%	5%	i	-0.2%	-8%	0.2%	-5%
CCOC(=O)C1C(C=C(C)C)C1(C)C (stereo not given)
→ nt	nt	-8%	1%	-7%	nt	nt	-1.8%	0%	-5.1%	nt
c1cncc(CNC2=NCCC2)c1
→ ?	-2%	-5%	1%	0%	-2%	i	2.2%	1%	-1.1%	2%
CC(C)CN1CCC2(CC1)CCN(S(C)(=O)=O)CC2
→ 13%	-4%	-3%	-2%	-2%	7%	i	0.9%	0%	-3.7%	-1%
CC(=NCCCO)c1c(O)n(Cc2ccccc2)c(=O)[nH]c1=O
→ 3%	-5%	4%	-1%	6%	1%	i	-0.1%	0%	0.1%	3%
O=[N+]([O-])c1ccc(Cl)c(Cl)c1
→ 32µM*	4%	nt	-4%	-11%	11%	nt	0.0%	0%	-3.0%	7%
O=C1CCCN1CC#CCN1CCCC1
→ 6%&5%	-2%&-2%	-15%&3%	2%&-1%&-1%	2%	29%&5%	i	-0.9%&1.0%&-1.6%	-1%&1%&0%	-3.0%[3.08 µM]	?
CC(=O)OC1CCC2(C)C3=C(CCC2C1(C)C)[C@@]1(C)CCC(C(C)CCC=C(C)C)[C@@]1(C)CC3 (stereo not given in full)
→ nt	nt	7%	-1%	?	nt	nt	0.1%	1%	-0.7%[3.08 µM]	nt
CC1(C)C(C(=O)NCc2ccco2)C1(C)C
→ 4%	-4%	-2%	2%	7%	10%	i	0.3%	2%	-1.9%	-16%
COc1cc(C[C@H](C)N)c(OC)cc1I
→ 9%&12%	-2%&-2%	2%&0%	6%&4%	-10%&7%	?	i	0.8%&1.6%	-1%&2%	-1.6%&-1.3%	-10%&-4%
N[C@]1(C(=O)O)CC[C@@H](C(=O)O)C1
→ 7%	-1%	nt	nt	nt	-2%	i	nt	nt	nt	0%
COC(=O)[C@@]1(Cc2ccc(F)cc2)[C@H]2c3cc(C(=O)N(C)C)[nH]c3C[C@H]2CN1C(=O)c1ccccc1
→ -2%	-6%	nt	-7%	nt	23%	nt	-1.9%	-1%	-2.2%	4%
CCOCCCNC(=O)CN1C2CCC1CC(O)(c1ccc(OC)cc1)C2 (stereo not given)
→ 6%	-1%	10%	0%	-4%	-1%	i	0.0%	0%	-0.1%	10%
Cc1ccc(OP(=O)(Oc2ccc(C)cc2)Oc2ccc(C)cc2)cc1
→ -3%	0%	nt	-3%	-17%	46%	nt	1.2%	-2%	1.5%	-3%
C[C@]12CCC(=O)C=C1CC[C@@H]1[C@@H]2CC[C@]2(C)C(=O)CC[C@@H]12
→ 25µM*!	-3%&-8%	7%	1%&-2%	-18%&3%	7%&15%	i	-1.2%&-1.9%	0%&-5%	-0.1%&4.4%	-4%&-5%
CCN(CC)N=O
→ 1%	-2%	nt	0%	-4%	-20%	nt	0.3%	1%	-2.2%	12%
CN1CCC2(CC1)CCN(C(=O)c1ccco1)CC2
→ -1%	3%	9%	-1%	1%	14%	i	-3.8%	1%	-0.8%	13%
OC1(c2ccc(Cl)cc2)CCN(Cc2c[nH]c3ccccc23)CC1
→ 3%&-7%	-5%&-2%	3%	1%	-8%	?	i	-0.6%	3%	3.7%	?
N#CS.N=C=S.N=C=S.[Cu].[NH2-].[NH2-].[NH2-].[NH2-].c1ccc2ncccc2c1
→ -9%[11.4 µM]	-9%[11.4 µM]	nt	-1%[11.5 µM]	2.5µM*	?	i	-0.1%[15.4 µM]	1%[11.5 µM]	-1.1%[15.4 µM]	-4%[11.4 µM]
CC1CCN2c3nc4ccccn4c(=O)c3CC3(C(=O)N(C)C(=O)N(C)C3=O)C2C1 (stereo not given)
→ 21%	4%	8%	-2%	7%	7%	i	0.7%	3%	1.5%	7%
Cc1cccn2c(=O)c3c(nc12)N1CCC(Cc2ccccc2)CC1C1(C3)C(=O)N(C)C(=O)N(C)C1=O (stereo not given)
→ ?	-8%	38%[activator]	-1%	4%	20µM*	?	1.0%	-3%	5.0%	72%
O[C@@H](Cc1ccncc1)C(Cl)(Cl)Cl
→ 20%	-2%	nt	0%	-3%[25.6 µM]	1%	nt	0.0%	-1%	-0.2%	13%
COc1ccccc1N1CCN(Cc2cccc(OC)c2O)CC1
→ 5%	-3%	-1%	-2%	-4%	8%	i	0.7%	0%	-2.9%	6%
O=C1NO[C@@H]2CN[C@@H](C(=O)O)[C@H]12
→ -4%	nt	nt	0%	?	5%	nt	-0.8%	1%	-2.0%	nt
C[C@H]1C[C@H](C)C(=O)[C@@H]([C@H](O)CC2CC(=O)NC(=O)C2)C1
→ 5%&5%	-3%&4%	nt	-3%	-11%[25.6 µM]	-6%&-1%	i	0.2%	0%	1.6%	-28%&-11%
CCCCCCN=C(C)c1c(O)n(CCCC)c(=O)[nH]c1=O
→ 12%	2%	11%	-2%	-9%	?	i	-0.1%	1%	1.2%	4%
CCOC(=O)c1[nH]c(C)c(C(=O)N2CCC3(CC2)OCCO3)c1C
→ -3%	-7%	1%	1%	-6%	-2%	i	0.2%	0%	-2.0%	2%
C=CP(=O)(O)c1ccccc1
→ -1%[11.4 µM]	2%[11.4 µM]	0%[7.66 µM]	-1%	?	1%[11.4 µM]	nt	-0.6%	1%	0.2%	14%[11.4 µM]
CCOC(=O)C1=C(N)OC2=C(C(=O)CCC2)C12C(=O)N1c3c(ccc(C)c32)C(C)=CC1(C)C (stereo not given)
→ 3%	-6%	30%	3%	-5%	6%	i	-1.0%	-3%	-1.8%	-6%

Single entries from the list.
Cc1cccn2c(=O)c3c(nc12)N1CCC(Cc2ccccc2)CC1C1(C3)C(=O)N(C)C(=O)N(C)C1=O (stereo not given) in HEK293 cAMP cs has 20µM*
O=C1NO[C@@H]2CN[C@@H](C(=O)O)[C@H]12 in Caspase-7 inhib has 1%

More entries follow.
Screens in order – HADH2 inhib	Pol III holo inh	USP2a inhib	Caspase-1 inhib	15-hLO inh	HEK293 cAMP cs	Rhodamine fluor	BRCT inh red	Caspase-7 inhib	BRCT PPI green	Tau filament bind
CN(C)c1ccc(P(=S)(N(C)C)N(C)C)cc1
→ 8%	5%	-3%	2%	-1%	22%	i	-0.5%	-1%	-2.0%	2%
Cc1nc2ccccc2n1C1CCN(Cc2nnnn2CCc2ccccc2)CC1
→ 2%	1%	23%	0%	1%	?	i	-1.2%	0%	-0.6%	-5%
CC(N)C(=O)c1ccco1 (stereo not given)
→ 11%	0%	-1%	-7%	-3%	4%	i	1.2%	0%	-0.9%	8%
O=C(Oc1ccc2ccc(OC(=O)N3CCOCC3)cc2c1)N1CCOCC1
→ 2%	-2%	1%	-4%	-12%	?	nt	-2.2%	-1%	-2.2%	3%
Cc1ccc(NC(=[OH+])c2cc3ccccc3cc2O)c(C)c1.Cc1ccc(NC(=[OH+])c2cc3ccccc3cc2O)c(C)c1.[Ni]
→ -13%[11.4 µM]	-13%[11.4 µM]	nt	3%[11.5 µM]	4µM*	-12%[11.4 µM]	i	-6.2%[15.4 µM]	-1%[11.5 µM]	0.0%[15.4 µM]	-10%[11.4 µM]
CCN(CC)CCCN=C(C)c1c(O)n(C2CCCCC2)c(=O)[nH]c1=O
→ 12%	-5%	10%	-1%	14%	6%	i	1.4%	0%	-4.7%	1%
O=C1CCO1
→ -1%	9%	1%	-4%	-13%	-27%	nt	2.5%	-4%	-2.6%	10%
COc1cc2c(cc1OC)[C@@H]1C(=O)c3ccc(OC)c(CC=C(C)C)c3OC1CO2 (stereo not given in full)
→ nt	nt	9%	-16%	16µM*	nt	nt	-1.4%	-6%	0.3%	nt
Cc1cc(C)n2nc(SCC(=O)N3CCC4(CC3)OCCO4)nc2n1
→ -12%	-2%	-2%	-1%	10%	6%	i	-0.9%	0%	-0.4%	8%
CCC(=Nc1ccc2c(c1)CCC2)c1c(O)n(C2CCCCC2)c(=O)[nH]c1=O
→ 12%	-6%	9%	1%	-2%	5%	i	1.1%	-9%	-2.0%	-8%

Not all compounds are listed; rates above refer to the full screens.
